Source: PubChem
p53ts 32C tox: p53ts cell cytotoxicity, permissive temperature. H1299-p53A138V at 32C, ATP luminescence viability, 24 h. Potency, µM (series often up to 46.1 µM), for the others: at the highest dose activity change, negative = cytotoxicity, actives largely listed as cytotoxic. actives 0.93% (n = 130,000);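 note: 0% = DMSO and -100% = full killing by reference compound; nearly all actives have a fitted effect of over 55% in size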
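Cells: H1299 p53ts (A138V), 600/well, pre-incubated 16–30 h at 37C. Cpd up to 46 uM, 24 h, 32C. Readout: ATPlite luminescence, 20 min RT. Normalization: DMSO vs tamoxifen 100 uM. AC50 by Hill equation.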
IkB signaling: inhibitors of IkB signaling in ABC-DLBCL cells. ABC-DLBCL IkBa-CBG/CBR dual luciferase ratio, 4 h; response scale: scaled: untreated 0%, proteasome inhibitor 100%. Potency, µM (doses to about 57.1 µM), for the others: top-dose IkBa stabilization activation. actives 0.04% (n = 110,000). AID 445; active = well fitted curve in the direction sought with a large enough effect in the signal ratio, not every such curve was filed as active; inconclusive = small, poorly fitted or top-dose-only effect, or a change in a side signal; the % refers to the signal ratio;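 note: the direction sought is a rising ratio; 0% = basal untreated cells and 100% = reference inhibitor full response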
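In this assay, an IκBα–CBG68 fusion accumulates when IKK-driven degradation is blocked; native CBR normalizes for cell number. OCI-Ly3 cells were treated 4 h with compound and doxycycline, then green and red light read after Chroma-Glo addition.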
p53ts 39C kill: cytotoxicity in p53ts cells at nonpermissive temperature | H1299-p53A138V viability at 39C, ATP luminescence, 24 h | Potency, µM (top dose mostly 46.1 µM), for inactives: top-dose activity change, negative = cell killing, usual class: cytotoxic | actives 1.5% (n = 130,000) | AID 902; note: nearly all actives have a fitted effect of over 55% in size
Imprint erasure: induces erasure of genomic imprints in mouse ES cells; mouse ES Peg3-LacZ reporter, beta-gal luminescence, 40 h; Potency, µM (series often up to 60.7 µM), for inactives: at the highest dose activity change, positive = activation, hits mostly activators; actives 0.02% (n = 110,000); AID 1948;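 note: 0% = negative control wells on the plate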
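Readout: BetaGlo luminescence (5 min, room temp) for LacZ from the normally silent maternal Peg3 allele in female Peg3LacZ-Neo ES cells. Cells 300/well, 40 h, 37C, 5% CO2. Data normalized per plate to negative controls.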
Numbers without * were called inactive; ? = inconclusive; . = no result given; & = joins results of further samples; [ ] = remark or other dose. Unless noted, calls come from the whole dose curve; as a rule, active = well fitted curve in the direction sought with a large enough effect; inconclusive = small, poorly fitted or top-dose-only effect, or another doubt; inactive = no such curve, though single readings can be large; an effect the other way counts as inactive or inconclusive. Unless noted, % is set by controls: 0 for no effect and ±100 for the full control effect; potency is the fitted concentration of half-maximal effect.

mol	Imprint erasure	p53ts 32C tox	IkB signaling	p53ts 39C kill
COC(=O)C1=C(C)C(c2ccc(OC)cc2OC)NC(=O)N1 (centres undefined)	4%	3%	-0.3%	0%
CCc1ccccc1NC(=O)Cn1c(=O)n(CCCS(=O)(=O)C2CCCCC2)c(=O)c2ccccc21	-16%[10.9 µM]	4%	6.3%	17%
COc1ccc(-c2nc3scc(CCNC(=O)Cc4ccc(F)cc4)n3n2)cc1	-6%[10.9 µM]	-3%	1.5%	-3%
CCOc1cc(C2/C(=C(\O)c3cc(C)ccc3C)C(=O)C(=O)N2CCN(C)C)ccc1O (centres undefined)	-2%	-8%	-0.8%	9%
O=C(CCCc1ccccc1)NC1CCSC1=O (centres undefined)	-2%	3%	0.0%	3%
Cc1cnc(C(=O)OCC(=O)NC2CCCC(C)C2C)cn1 (centres undefined)	-10%	-2%	-1.1%	-5%
CCOC(=O)c1cccc(NC(=O)COc2ccc3c(C)cc(=O)oc3c2)c1	6%[10.9 µM]	11%	-2.5%	-1%
CN1CCN(C(=O)c2ccc3c(c2)N(Cc2cccc(Cl)c2)C(=O)c2ccccc2S3(=O)=O)CC1	-12%[10.9 µM]	13%	0.4%	18%
O=C(CCn1c(=O)c2cccn2c2cccnc21)N1CCN(c2ccccc2F)CC1	-16%[10.9 µM]	8%	-1.2%	-24%
CCn1c(=N)c(C(=O)NC2CCCC2)cc2c(=O)n3cc(C)ccc3nc21	-5%[10.9 µM]	5%	0.9%	-1%
N#CCCN1CCN(S(=O)(=O)c2ccc(C#N)cc2)CC1	5%	9%	0.4%	-4%
Cc1ccc(C)c(NC(=O)CSc2nc(-c3ccccc3)c(C#N)c(=O)[nH]2)c1	-10%[10.9 µM]	5%	2.4%	25%
c1ccc(NCc2nc(-c3ccccc3)no2)cc1	-9%	-8%	?	-12%
CCCc1nc(N2CCN(C)CC2)c2sc(=S)n(-c3ccccc3)c2n1	6%	-1%	0.9%	-8%
Cn1cnc2c(sc3nc(N4CCOCC4)c4c(c32)CC(C)(C)OC4)c1=O	4%	4%	-2.9%	-6%
CCn1cc2nc(SCc3cc(C)ccc3C)n(Cc3ccc(C)cc3)c(=O)c2n1	-9%[10.9 µM]	-24%	1.4%	-27%
COCCNC(=O)C(=O)Nc1ccc(Br)cc1	.	-8%	.	-21%
CCN1c2ccccc2-c2nc(SCC(=O)Nc3ccc(C)c(Cl)c3)ncc2S1(=O)=O	-7%[10.9 µM]	2%	-0.1%	-7%
Cc1ccc(CN2COc3ccc4c(-c5ccccc5)cc(=O)oc4c3C2)cc1	-11%[10.9 µM]	8%	-0.2%	-17%
N=c1n(CCN2CCCCC2)c2ccccc2n1CC(O)COc1ccccc1 (centres undefined)	-19%	-24%&-13%	?	?
CN(C(=O)CSc1nnc(NC(=O)Nc2ccccc2)s1)c1ccccc1	-7%[10.9 µM]	5%	?	-13%
CC1CCc2c(sc3nc(C4CC4)nc(SCC(=O)NCc4ccco4)c23)C1 (centres undefined)	15%	-1%	-1.6%	3%
Cc1ccccc1OCC(=O)Nc1nnc(SCc2cc(=O)n3cccc(C)c3n2)s1	-4%[10.9 µM]	5%	1.4%	-4%
CC(=O)N1c2c(cc(Br)cc2S(=O)(=O)N2CCN(c3cccc(Cl)c3)CC2)CC1C (centres undefined)	-7%[10.9 µM]	0%	?	9%
O=C(CCN1C(=O)c2ccccc2C1=O)Nc1ccc(-c2cn3ccsc3n2)cc1	-52%[inhibitor]	-15%	-0.7%	?
CN1C(=O)N(C)C2(CC1(C)C)CC(C)(C)N(C)C(=O)N2C	-6%	0%	-0.2%	-8%
O=C(CSc1nnc(-c2ccccc2Br)n1-c1ccccc1)c1ccc(F)cc1	-19%[10.9 µM]	13%	?	-9%
Cc1ccc(-n2nc(-c3cccs3)cc2C(=O)NCC2CCCO2)c(C)c1 (centres undefined)	-11%	10%	?	2%
CCCCN(C(=O)Nc1ccc(Cl)cc1)C1CCN(C(C)=O)CC1	-13%[10.9 µM]	-1%	1.8%	-5%
N/C(CSc1nc(-c2ccccc2)c(-c2ccccc2)o1)=N\O	-16%	-1%	?	23%
COc1ccc(CNc2n[nH]c(NCc3ccc(OC)c(OC)c3)n2)cc1OC	-6%	12%	-1.0%	-3%
CCn1cc(C(=O)N2CCN(c3ccc(OC)cc3)CC2)c(=O)c2cc(S(=O)(=O)N(C)C3CCCCC3)ccc21	21%[10.9 µM]	10%	-0.7%	-12%
O=C(CSc1nc(=O)[nH]c2c1CCCC2)Nc1cc(C(F)(F)F)ccc1Cl	17%[10.9 µM]	2%	?	-18%
CCNC(=O)CC1C(=O)N(c2ccc(F)cc2)C(=O)N1Cc1ccc(OC)cc1 (centres undefined)	2%	10%	0.8%	-6%
O=C(NCN1C(=O)C2C3C=CC(C3)C2C1=O)Nc1nncs1 (centres undefined)	-12%	-5%	-0.4%	-9%
CCOC(=O)N1CCN(c2nc(C)c3c(n2)CC(C)CC3=O)CC1 (centres undefined)	-20%	7%	-0.5%	-3%
CCOc1ccc(-n2c(Cc3ccccc3)nnc2SCc2nc(-c3ccccc3C)no2)cc1	-4%[10.9 µM]	28%	?	-4%
Cc1ccccc1-n1nnnc1SC1CCOC1=O (centres undefined)	9%	7%	-0.7%	3%
COc1cccc(OCCNC(=O)c2cccc(OC)c2)c1	-3%	0%	5.2%	10%
COCCNC(=O)c1ccc2c(c1)ncn2-c1ccc(F)c(F)c1	-12%	-14%	-3.4%	1%
COc1ccc(-c2ccc(=O)n(CC(=O)Nc3ccc(N(C)C)cc3)n2)cc1	-5%[10.9 µM]	3%	-0.5%	-21%
O=C(Cn1cc2c(n1)CCCC2)NCc1cccnc1	13%	16%	0.3%	0%
COc1ccc(CCNC(=O)CN2C(=O)c3ccccc3S2(=O)=O)cc1	-6%	-14%	-1.2%	9%
COc1ccc(N(CC(C)C)S(=O)(=O)c2nnc(NC(=O)c3cccs3)s2)cc1	-17%[10.9 µM]	-10%	?	-24%
COc1ccc(CCN2CC(C(=O)NCCc3ccccc3)CC2=O)cc1OC (centres undefined)	-8%[10.9 µM]	?	0.1%	-21%
COc1cc(OC)cc(C(=O)N2CCN(S(C)(=O)=O)CC2)c1	-10%	2%	-2.5%	18%
CCOc1ccc(NC(=O)Cn2c(=O)n(CCCCC(=O)NCCc3ccc(Cl)cc3)c(=O)c3ccccc32)cc1	-14%[10.9 µM]	-3%	1.6%	?
Cc1ccc(-n2nc(C)c3c(C)c(CCC(=O)NCc4ccccc4Cl)c(C)nc32)cc1C	-5%[10.9 µM]	8%	?	-2%

4 compounds from above, arranged by number of heavy atoms, lowest first:
mol	Imprint erasure	p53ts 32C tox	IkB signaling	p53ts 39C kill
O=C(Cn1cc2c(n1)CCCC2)NCc1cccnc1	13%	16%	0.3%	0%
COc1cc(OC)cc(C(=O)N2CCN(S(C)(=O)=O)CC2)c1	-10%	2%	-2.5%	18%
COc1ccc(CCNC(=O)CN2C(=O)c3ccccc3S2(=O)=O)cc1	-6%	-14%	-1.2%	9%
Cc1ccc(-n2nc(C)c3c(C)c(CCC(=O)NCc4ccccc4Cl)c(C)nc32)cc1C	-5%[10.9 µM]	8%	?	-2%

Further entries follow.
mol	Imprint erasure	p53ts 32C tox	IkB signaling	p53ts 39C kill
CC1(C)CC(=O)C(C=Nc2ccccc2)=C(O)C1	-4%	-5%	-1.3%	-7%
CC1CCc2c(nc3ncnn3c2N2CC(C)OC(C)C2)C1 (centres undefined)	-14%	3%	0.0%	-3%
Cn1c(CCNC(=O)c2ccco2)nc2cc(NC(=O)C3CCCCC3)ccc21	-12%	2%	?	1%
COc1ccccc1Nc1nc(-c2ccc(F)cc2)c2c(n1)-c1ccccc1OC2	-15%[10.9 µM]	-6%	?	-18%
C=CCn1c(=O)c2ccccc2n2c(SCC(=O)/C(C#N)=C(\C)N)nnc12	?	6%	1.0%	0%
CCC(=O)Nc1ccc(NC(=O)c2ccco2)cc1	-34%[inhibitor]	13µM*	2.7%	10µM*
CC1CCC(C(=O)O)NC1c1cccc(N2CCOCC2)c1 (centres undefined)	.	3%[9.22 µM]	.	11%[9.22 µM]
CCOc1ccccc1CNc1ccc(N2CCOCC2)c(C(=O)O)c1	10%	-8%	1.8%	7%
CCSc1nnc(Nc2ccccc2)s1	-50%[inhibitor]	-14%	-0.1%	-25%
O=C(CC1(C(F)(F)F)OCCO1)Nc1ccc2c(c1)OCO2	-27%	7%	0.5%	2%
CCn1c(SCC(=O)Nc2cc(C)ccc2C)nc2c(c1=O)SC(C)C2 (centres undefined)	-11%	1%	-2.0%	1%
CCSc1nc(C)cc(Oc2ccc(=O)n(C)n2)n1	-7%	1%	-0.4%	-2%
Oc1ccccc1C1=Nc2ccccc2N=C(c2ccco2)C1	-14%	3%	?	1%
COC(=O)c1[nH]c2ccccc2c1NC(=O)CN1CCN(c2cccc(OC)c2)C(C)C1 (centres undefined)	-22%	?	?	-22%
Cn1c(=O)c(C(=O)Nc2cnccn2)c(O)c2ccccc21	1%	-12%	?	-10%
CC(=O)N1CCN(c2ccccc2NC(=O)COc2ccc(Cl)cc2Cl)CC1	-16%	4%	-1.6%	7%
CCOc1ccc(OCC)c(-n2cnnn2)c1	0%[10.9 µM]	5%	-2.4%	3%
Cc1cc2c(cc(C(=O)OC(C(=O)NCc3ccco3)C(C)C)n2C)o1 (centres undefined)	-13%	14%	?	-3%
Cc1cccc(C(=O)NCCc2nc3ccccc3n2Cc2ccccc2Cl)c1	-6%[10.9 µM]	0%	?	-13%
CCN(CC)C(=O)CSc1nc2cccnc2n1-c1ccccc1OC	-7%	5%	-0.3%	-3%
CCOc1ccccc1NC(=O)Cn1c(=O)nc(-c2ccccc2F)c2cc(Cl)ccc21	7%[10.9 µM]	7%	?	-2%
O=C(NC1=NCCS1)C1Cc2ccccc2CN1C(=O)c1ccccc1 (centres undefined)	-9%	0%	-0.1%	17%
Clc1cccc(N2CCN(c3ncnc4c3nc3n4CCCC3)CC2)c1	-21%[10.9 µM]	-26%	3.7%	-28%
COc1cccc(-c2nc3c(c(C)nn3-c3ccccc3)c3cc(OC)c(OC)cc23)c1	-11%[10.9 µM]	15%	3.6%	-9%
CCc1ccccc1NC(=O)CN(C)C(=O)Cn1ncc(Cl)c(Cl)c1=O	.	3.5µM*	.	3.2µM*
Cc1cc2c(cc1C)C(=O)NC(C)(C)C2	-4%	-1%	0.6%	6%
COc1cccc(Cn2c(=O)c(-c3ccc(F)cc3)nc3cnc(OC)nc32)c1	-1%	13%	3.2%[11.4 µM]	5%
Cc1nc(N2CCCC2)c2ccsc2n1	-5%	10%	1.4%	4%
O=C(CC(c1cccs1)N1Cc2ccccc2C1=O)Nc1ccc(F)cc1F (centres undefined)	2%[10.9 µM]	-6%	?	-12%
CCc1nc(Sc2nc(C)cc(C)n2)c2oc3ccccc3c2n1	1%	11%	3.2%	-25%
CCOC(=O)c1c(C)[nH]c(CCC(=O)NCCCN2CCN(c3ccc(F)cc3)CC2)c1C	7%[10.9 µM]	1%	0.2%	-7%
COC(=O)c1nc2n(n1)C(c1cccc(Cl)c1)C1=C(CCCC1=O)N2 (centres undefined)	0%	-3%	-1.6%	-8%
COc1cc(NC(=O)Nc2ccccc2OC)c(OC)cc1NC(=O)CN1CCCCC1	-15%	4%	?	-17%
CCCOc1ccc(C2=NC(c3ccncc3)=Nc3ccc(C)cc3N2)cc1	17%[10.9 µM]	17%	?	4%
Cc1nnc(SCC(=O)NCc2ccc3c(c2)OCO3)[nH]c1=O	.	-4%	2.2%	0%
Cc1cc(NC(=O)CN(c2cccc(C)c2C)S(=O)(=O)c2ccccc2)ccc1Br	-12%[10.9 µM]	-11%	?	-28%
Cc1c(NC(=O)c2cc(-n3cnnc3)ccc2Cl)cccc1-c1nc2ccccc2o1	-16%	?	?	-24%
N#Cc1c(NC(=O)CSc2ncn(-c3ccccc3)n2)sc2c1CCCC2	-4%	4%	-2.4%	-2%
